From PubChem
14-3-3 Bad PPI = disrupts binding of bovine 14-3-3 zeta to phospho-Bad peptide. inhibition, % at 21.7 µM. AID 781. P63103. TR-FRET 14-3-3zeta/Dy647-pBad peptide displacement, 1 h. 220,000 compounds, 0.71% hits;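 active = inhibition above about 70%, limit read from the data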;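 note: 0% = full 14-3-3 plus peptide FRET controls and 100% = background without 14-3-3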
FXIIa inh = factor XIIa (human) inhibition; P00748; purified FXIIa, Boc-QGR-AMC fluorogenic substrate, 2 h; inhibition, % at 5 µM; 220,000 compounds, 0.3% hits; in the data active = inhibition above about 40%;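 note: 0% = enzyme with no compound and 100% = blank without enzyme; many of its hits are not listed in these tables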
Mdm2 ligase inh = blocks human Mdm2 ubiquitin ligase activity; signal enhancement, % at 5 µM; cell-based MDM2 ubiquitination luciferase reporter, 2 h; 0 = plate control, 100 = twice control, blank-subtracted; 210,000 compounds, 0.11% hits; AID 1230;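 active = signal enhancement of 30% or more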;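 note: luminescence tracks abundance of the self-degrading MDM2-luciferase fusion protein; higher signal means inhibition of MDM2 E3 ligase activity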
Target sequence (Q00987 whole entry, looked up, the tested form may be a part): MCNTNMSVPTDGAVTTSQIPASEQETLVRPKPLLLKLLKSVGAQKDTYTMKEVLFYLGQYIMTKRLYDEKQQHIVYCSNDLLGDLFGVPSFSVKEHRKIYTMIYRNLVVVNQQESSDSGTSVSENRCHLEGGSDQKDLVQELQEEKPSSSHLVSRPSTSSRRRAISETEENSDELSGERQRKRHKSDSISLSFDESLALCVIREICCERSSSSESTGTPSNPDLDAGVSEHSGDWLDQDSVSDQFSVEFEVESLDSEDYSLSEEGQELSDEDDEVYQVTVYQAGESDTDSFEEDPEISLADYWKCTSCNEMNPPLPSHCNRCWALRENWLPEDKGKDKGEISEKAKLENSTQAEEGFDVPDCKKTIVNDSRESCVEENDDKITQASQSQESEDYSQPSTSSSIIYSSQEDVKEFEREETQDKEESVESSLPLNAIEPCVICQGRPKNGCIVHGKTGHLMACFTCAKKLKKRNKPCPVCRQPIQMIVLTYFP
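System: stable MDM2–luciferase fusion reporter cells / Input: 2000 cells seeded into each well / Schedule: 4 h settle plus 2 h compound, 37 °C / Compound: single-point 5 µM / Buffer or medium: cells held in DMEM / Benchmarks: control and blank well means / Evaluation: percent signal gain over controls, blank-subtracted / Measured by: luciferase luminescence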
eIF4E-4G inh = blocks eIF4E binding to eIF4G | inhibition, % at 21.7 µM | TR-FRET eIF4E-eIF4GI(517-606) binding, 2 h | 220,000 compounds, 0.37% hits;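 active = inhibition above about 30%, limit read from the data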;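 note: 0% = full FRET control wells and 100% = background wells lacking eIF4GI fragment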
KLK5 inh = kallikrein 5 (human) inhibition. recombinant hK5, fluorogenic AMC substrate cleavage. inhibition, % at 5 µM. 210,000 compounds, 0.59% hits;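 active = inhibition of 40% or more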;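 note: 0% = enzyme controls without compound and 100% = no-enzyme blanks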
FXIa inh 1536 = inhibitors of human coagulation factor XIa; purified FXIa, Boc-Glu-Ala-Arg-AMC fluorogenic substrate; 220,000 compounds, 0.14% hits; P03951; inhibition, % at 5 µM;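 active = inhibition of at least 40%; inactive = inhibition below 40%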;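 note: fluorescence of freed AMC excited at 355 nm; 0% = enzyme without compound and 100% = no enzyme blank; many of its hits are not listed in these tables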
Target sequence (P03951 19-387 limits assumed): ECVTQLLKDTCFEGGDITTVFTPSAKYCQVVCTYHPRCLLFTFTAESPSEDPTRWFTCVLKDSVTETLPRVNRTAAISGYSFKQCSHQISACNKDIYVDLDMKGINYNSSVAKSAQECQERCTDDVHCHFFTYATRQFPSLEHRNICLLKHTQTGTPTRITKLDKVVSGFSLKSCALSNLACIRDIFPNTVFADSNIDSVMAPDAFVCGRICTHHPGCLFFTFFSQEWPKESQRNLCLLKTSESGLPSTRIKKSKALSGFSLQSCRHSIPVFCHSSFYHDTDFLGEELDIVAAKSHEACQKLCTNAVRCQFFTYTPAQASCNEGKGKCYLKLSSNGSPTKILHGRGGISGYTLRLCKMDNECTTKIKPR
Target sequence (P03951 388-625 limits assumed): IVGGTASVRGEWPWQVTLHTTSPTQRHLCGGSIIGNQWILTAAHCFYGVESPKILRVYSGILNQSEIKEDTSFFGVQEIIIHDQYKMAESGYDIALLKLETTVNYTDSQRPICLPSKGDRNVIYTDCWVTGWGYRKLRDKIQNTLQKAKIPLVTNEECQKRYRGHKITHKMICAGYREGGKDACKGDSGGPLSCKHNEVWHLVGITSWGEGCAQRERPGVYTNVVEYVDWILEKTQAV
Rad51 HR inh = blocks human Rad51 in homologous recombination; Q06609; hRad51 DNA strand exchange, fluorescence dequenching; 200,000 compounds, 0.085% hits; AID 1385; inhibition, % at 10 µM;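 active = inhibition above 40% at the single screening dose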;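 note: 0% = DMSO control wells and 100% = blanks with heterologous ssDNA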
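Material: hRad51 filaments on single-stranded DNA; Reagent: Donor/quencher-labelled 47-bp dsDNA substrate; Compound: 10 µM final, single point; Schedule: 37 °C 15-min filament assembly, 30-min compound preincubation, 15-min exchange; Technique: FRET fluorescence, excitation 485 nm, emission 520 nm; Benchmarks: control wells and blank wells on each plate.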
Wee1 stabilizer = inhibitors of human Wee1 degradation; P30291; AID 1321; reporter increase, % at 5 µM; 220,000 compounds, 1.2% hits; HeLa Luc-Wee1K328M stability, luciferase luminescence; 100% = proteasome inhibitor MG132 effect;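 active = activation above the mean of all tested compounds plus 3 SD, set per screening run, cut at about 8.8% in these data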;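 note: cells exposed to compound for 20 h before luminescence read; 0% = DMSO alone and 100% = MG132 at 30 µM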
p97 ATPase inh = blocks human p97 ATPase activity; recombinant p97 ATPase, Kinase-Glo ATP luminescence, 3 h; inhibition, % at 8 µM; 220,000 compounds, 0.42% hits; P55072; AID 1481; in the data active = inhibition above about 15%;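 note: 0% = DMSO vehicle and 100% = wells lacking enzyme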
Numbers without * were called inactive; i = inactive; x = no result given; [ ] = remark or other dose.

SMILES	14-3-3 Bad PPI	FXIIa inh	Mdm2 ligase inh	eIF4E-4G inh	KLK5 inh	FXIa inh 1536	Rad51 HR inh	Wee1 stabilizer	p97 ATPase inh
C/C(=N\NC(=O)C1(C)CC1(Br)Br)c1cccc(NC(=O)C2CCC2)c1 (configuration not stated)	-6	2	-6	3	-13	0	-1	-1	1
CCCCCCCCSc1nnc(-c2ccc(OC)cc2)o1	1	5	-15	22	5	-3	-6	-1	1
COc1ccc(C)cc1NC(=O)CN(c1ccc(F)cc1)S(C)(=O)=O	-3	27	-4	0	37	12	5	-2	2
O=C(O)c1ccccc1C(=O)N1CCN(c2cccc(Cl)c2)CC1	0	-5	-10	4	3	-6	7	0	-1
Cc1ccc(N(CC(=O)N/N=C/c2ccco2)S(=O)(=O)c2ccccc2)cc1	4	14	-8	2	-1	3	-2	-2	-5
O=S(=O)(Nc1ccc(-c2csc(-c3ccccc3)n2)cc1)c1ccccc1	17	10	4	-1	-6	5	-6	-3	3
COc1ccc(-c2ccc(-c3noc(C4CCCCC4)n3)c(OC)n2)cc1	-5	4	-9	3	-26	1	x	-2	6
Cc1ccc(C2(c3noc(CN(C)CC4CCCCO4)n3)CCCC2)cc1 (configuration not stated)	-1	5	11	-1	0	-4	4	1	-1
O=C(CS(=O)(=O)Cc1ccccc1)NCc1ccc2c(c1)OCO2	8	12	-4	7	-8	0	-3	1	1
C=CCn1c(=O)c2c(nc3n2CC(C)CN3c2cccc(OC)c2)n(C)c1=O (configuration not stated)	2	24	-11	1	-33	18	-3	-3	-1
Cc1ccc(S(=O)(=O)N2CCSC2C(=O)O)cc1 (configuration not stated)	44	11	3	3	-5	3	1	0	1
Cc1oc(-c2ccc(Cl)cc2)nc1CN1CCC(C(=O)NCc2cccs2)CC1	11	4	-2	3	-8	-5	-7	3	-7
Cc1ccc(C(=O)Nc2ccc(Cl)cc2C)c(Cl)c1	-1	3	-32	1	-7	-5	19	1	-2
CN(C)/C(Cn1cncn1)=C1/N=C(c2c(F)cccc2F)OC1=O	-8	12	-11	1	x	3	x	1	5
CCOC(=O)N/N=C(\C)c1ccc(C)o1	-7	8	9	5	0	-3	x	0	-1
C=CCOc1ccc(/C(CC)=N/O)cc1OC	10	18	-25	-4	-7	0	1	1	-2
COCC(=O)NNC(=O)Cc1ccc(Cl)cc1	-13	10	-8	1	2	1	0	4	4
Cc1ccccc1OCCNC(=S)Nc1ccccc1	-15	15	5	4	0	3	5	0	-1
O=C(Nc1ccc2c(c1)OCO2)C1CCCN1C(=O)Nc1cccc(F)c1 (configuration not stated)	-3	2	-6	-1	-23	-16	x	-2	-4
O=S(=O)(CCc1ccncc1)Cc1ccc2c3c(cccc13)CC2	-1	9	-14	6	2	3	4	-3	5
COc1ccc(C2C(C#N)=C(N)Oc3n[nH]c(C)c32)cc1Cn1cc([N+](=O)[O-])cn1 (configuration not stated)	-6	-4	-3	-6	-1	-7	23	3	-2
COCCCNC(=O)c1ccc2nc3ccccc3c(=O)n2c1	9	7	-21	9	-56	-5	1	7	5
CCCSC1=NN2CCCC(=O)N=C2S1	-4	2	-13	-5	-3	1	-5	4	7
CCS(=O)(=O)c1ccc2oc(Nc3ccc(C(C)C)cc3)nc2c1	33	4	-18	44*	-26	-9	5	2	0
C=CCc1ccc(OCCOCCNCCOC)c(OC)c1	-7	0	x	10[fluorescence artefact?]	-5	-3	2	0	6

New compounds follow
SMILES	14-3-3 Bad PPI	FXIIa inh	Mdm2 ligase inh	eIF4E-4G inh	KLK5 inh	FXIa inh 1536	Rad51 HR inh	Wee1 stabilizer	p97 ATPase inh
Cc1c(CN(C)CCc2ccccc2)c(=O)n(-c2ccccc2)n1C	x	21	4	x	29	7	0	1	-7
O=C(c1ccc(CS(=O)(=O)c2ccccc2)o1)N1CCN(c2ncccn2)CC1	-2	18	-7	3	-7	5	8	-1	0
COc1ccc(CC(=O)NCC(c2ccc(OC)cc2)N(C)C)cc1 (configuration not stated)	-3	7	9	2	-1	-1	-4	2	3
CCOC(=O)c1cnn2c(C(F)(F)F)cc(-c3ccco3)nc12	-17	5	-4	-4[fluorescence artefact?]	-39	1	14	3	-4
Cc1cc(-c2ccc(C(=O)O)s2)cnc1N	6	-23	-3	2	-17	-24	2	2	5
CC(C)c1ccc(NC(=S)NN2CCN(C)CC2)cc1	-2	12	x	0	x	1	x	0	2
COCCn1c(C)cc(C(=O)COC(=O)c2ccc[nH]c2=O)c1C	-5	1	-46	-1	-19	0	8	-2	1
COc1cccc(C(=O)Cn2c(=O)n(CCC(=O)NCC3CCCO3)c(=O)c3cc(OC)c(OC)cc32)c1 (configuration not stated)	-2	1	-13	-5	-22	5	-5	-2	-7
O=C(NCc1ccc2c(c1)OCO2)c1ccc(CN2CCOCC2)cc1	-14	20	-3	8	-7	3	-8	2	-4
NC(=S)Nc1ccc(F)cc1F	-2	4	2	3	-7	-3	-1	-1	-9
O=C(COc1cnc2ccccc2n1)NCCC1=CCCCC1	8[fluorescence artefact?]	-1	-3	6	-22	-6	9	-1	-3
CCOC(=O)NNc1ccc2nonc2c1[N+](=O)[O-]	44	2	-8	14	9	3	1	2	21*
Cc1cc(C)c2[nH]c(=O)c(C(c3nnnn3C(C)(C)C)N3CCN(C(=O)c4ccco4)CC3)cc2c1 (configuration not stated)	6	4	-5	6	12	-6	10	3	-1
COc1ccc2cc(C(=O)NCc3ccco3)c(=Nc3ccc(C(=O)O)cc3)oc2c1	12[fluorescence artefact?]	7	-20	0	-10	2	11	1	4
COc1ccc(C2/C(=C(/O)c3ccc4c(c3)CC(C)O4)C(=O)C(=O)N2CCN2CCOCC2)cc1 (configuration not stated)	42	12	-2	3	-3	-1	-2	1	-1
COC(=O)c1ccc(C2/C(=C(/O)c3ccc(OC(C)C)cc3)C(=O)C(=O)N2c2cc(C)on2)cc1 (configuration not stated)	20	12	-19	-1	0	4	-3	-2	2
COc1ccc(OCC2CCCN(Cc3nc(CC4CC4)no3)C2)cc1 (configuration not stated)	0	6	-3	-3	-1	-3	5	0	-4
Brc1ccc(Cn2c(-c3cncs3)nc3ccccc32)cc1	-4	15	-3	-1	-5	7	-2	0	-2
CC1CC(C)CN(C(=O)c2cn(C)c3ccc(S(=O)(=O)N(C)C)cc3c2=O)C1 (configuration not stated)	4	15	-5	1	-2	5	6	-1	-3
CC(C)(C)C(=O)NC1(C(F)(F)F)NC(=O)N(c2ccc(F)cc2)C1=O (configuration not stated)	-4	9	-5	-6	6	-3	6	0	-2
Cc1cc2c(c(=O)o1)C(c1ccc([N+](=O)[O-])o1)C(C#N)=C(N)O2 (configuration not stated)	1	2	-5	1	-6	-5	-19	-1	-4
CSc1nnc(-c2ccc(C(F)(F)F)cn2)o1	2	5	-5	-1	3	7	12	-2	5
Cn1c(=O)oc2cc(S(=O)(=O)N3CCCC(C(=O)Nc4ccc5c(c4)OCCO5)C3)ccc21 (configuration not stated)	-2	3	-13	5	-7	-8	3	-1	-6
CC(C(=O)NCCCc1ccccc1)c1ccc([N+](=O)[O-])cc1 (configuration not stated)	1	5	-2	-2	3	-4	4	4	-2
COc1ccccc1C(=O)NCc1ccccn1	-13	5	5	-5	-2	-5	10	-3	3

eIF4E-4G inh, hit marks shown above.
| compound | 14-3-3 Bad PPI | FXIIa inh | eIF4E-4G inh | KLK5 inh | FXIa inh 1536 | Rad51 HR inh | Wee1 stabilizer | p97 ATPase inh |
| --- | --- | --- | --- | --- | --- | --- | --- | --- |
| CCS(=O)(=O)c1ccc2oc(Nc3ccc(C(C)C)cc3)nc2c1 | 33 | 4 | 44* | -26 | -9 | 5 | 2 | 0 |

The main list resumes with the two entries that preceded the break.
SMILES	14-3-3 Bad PPI	FXIIa inh	Mdm2 ligase inh	eIF4E-4G inh	KLK5 inh	FXIa inh 1536	Rad51 HR inh	Wee1 stabilizer	p97 ATPase inh
CC(C(=O)NCCCc1ccccc1)c1ccc([N+](=O)[O-])cc1 (configuration not stated)	1	5	-2	-2	3	-4	4	4	-2
COc1ccccc1C(=O)NCc1ccccn1	-13	5	5	-5	-2	-5	10	-3	3
O=C(O)CC1NC(=O)N(c2ccccc2)C1=O (configuration not stated)	-2	-3	-3	0	-8	-2	-4	4	-2
CC(C)(C)NC(=O)COC(=O)/C=C/c1ccccc1[N+](=O)[O-]	-6	6	-11	-2	-3	-3	-3	0	3
COc1ccc(-c2nc3ccccc3[nH]2)cc1	-14	20	-8	13[fluorescence artefact?]	17	17	-9	-1	-43
CCN(CC(=O)Nc1ccc2c(c1)OCCO2)S(=O)(=O)c1cccs1	-4	-5	-6	-5	-4	-9	5	1	0
Cc1cc(OC(=O)c2ccco2)c2c(C)cc(=O)oc2c1	9	-9	-13	-4	4	13	-1	2	-5
Cc1cccc(OCCC(=O)NCC(c2ccco2)N2CCCCC2)c1 (configuration not stated)	-5	8	-6	-6	-37	3	-2	1	0
Cc1noc(/C=C/N(C)C)c1S(=O)(=O)N1CCC(C(=O)O)CC1	1[fluorescence artefact?]	17	-10	-4[fluorescence artefact?]	4	7	0	-4	-7
C=CCn1c(CCC(O)COCCC)n[nH]c1=S (configuration not stated)	-1	1	6	-1	-7	-6	3	-1	2
S=c1[nH]nc(C2CCCCC2)n1/N=C/c1ccncc1	-10	9	-19	3	7	3	-4	0	-1
O=C(NNC(=S)NC(=O)c1ccccc1[N+](=O)[O-])c1ccccc1Cl	-16[fluorescence artefact?]	1	5	16	-108	-3	1	0	3
Cc1ccc(SC(C)C(=O)Nc2ccncc2)cc1 (configuration not stated)	-14	6	-13	4[fluorescence artefact?]	-8	-1	-2	3	-2
CCC(C)NC(=O)CSc1nc2c(sc3ccccc32)c(=O)n1CCCN1CCOCC1 (configuration not stated)	2	14	-22	-9	-1	5	-4	2	1
CC(=O)N(/N=C/c1cccc(C)c1)c1nc(-c2ccc(Br)cc2)cs1	-14[fluorescence artefact?]	5	-10	-19	-25	1	1	1	-1
COc1ccc2c(C(=O)CN3CCN(c4ccccc4)CC3)c[nH]c2c1	-5[fluorescence artefact?]	13	-13	0	3	0	-8	-3	-1
C/C(CCC(C)C)=N\Nc1ccc(S(N)(=O)=O)cc1[N+](=O)[O-]	-2	13	x	1	x	10	x	-1	9
CCOC(=O)Cc1csc(NC(=O)c2ccc(Cl)nc2)n1	-8	13	-4	-6	-10	5	-7	-1	1
Cc1noc(/C=C/c2ccc(-c3ccccc3Cl)o2)c1[N+](=O)[O-]	22	21	-12	-8	-4	9	i	3	0
O=C(O)c1cccc(NS(=O)(=O)/C=C/c2ccccc2)c1	-2[fluorescence artefact?]	-15	-6	4[fluorescence artefact?]	-5	-5	-1	-2	-1
Cn1c(=O)c2nnn(/N=C(\c3ccccc3)C3CC3)c2n(C)c1=O	-13	-5	-9	9	-21	-18	5	-1	-3

Profiles, quoted from the list. Screens in order: 14-3-3 Bad PPI | FXIIa inh | Mdm2 ligase inh | eIF4E-4G inh | KLK5 inh | FXIa inh 1536 | Rad51 HR inh | Wee1 stabilizer | p97 ATPase inh
O=C(c1ccc(CS(=O)(=O)c2ccccc2)o1)N1CCN(c2ncccn2)CC1 across the screens: -2 | 18 | -7 | 3 | -7 | 5 | 8 | -1 | 0
O=C(CS(=O)(=O)Cc1ccccc1)NCc1ccc2c(c1)OCO2 across the screens: 8 | 12 | -4 | 7 | -8 | 0 | -3 | 1 | 1
COc1ccc2cc(C(=O)NCc3ccco3)c(=Nc3ccc(C(=O)O)cc3)oc2c1 across the screens: 12[fluorescence artefact?] | 7 | -20 | 0 | -10 | 2 | 11 | 1 | 4
